# UHRF1 MBD2 ctr: UHRF1 methylated DNA binding inhibitors, primary screen, counter-screen for MBD2 inhibitor project, biochemical, TR-FRET, human UHRF1, single concentration. E3 ubiquitin-protein ligase UHRF1 (Homo sapiens), Q96T88. UHRF1 binding to methylated oligo. inhibition, % at 4.4 µM. hit rate 0.75% among 370,000. AID 687016, 2013; in the data active = inhibition above about 21%;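 note: UHRF1 SRA domain binding a hemimethylated CpG hairpin DNA probe; 0% = median of test compound wells and 100% = reference inhibitor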
# Target sequence (Q96T88 whole entry, looked up, the tested form may be a part): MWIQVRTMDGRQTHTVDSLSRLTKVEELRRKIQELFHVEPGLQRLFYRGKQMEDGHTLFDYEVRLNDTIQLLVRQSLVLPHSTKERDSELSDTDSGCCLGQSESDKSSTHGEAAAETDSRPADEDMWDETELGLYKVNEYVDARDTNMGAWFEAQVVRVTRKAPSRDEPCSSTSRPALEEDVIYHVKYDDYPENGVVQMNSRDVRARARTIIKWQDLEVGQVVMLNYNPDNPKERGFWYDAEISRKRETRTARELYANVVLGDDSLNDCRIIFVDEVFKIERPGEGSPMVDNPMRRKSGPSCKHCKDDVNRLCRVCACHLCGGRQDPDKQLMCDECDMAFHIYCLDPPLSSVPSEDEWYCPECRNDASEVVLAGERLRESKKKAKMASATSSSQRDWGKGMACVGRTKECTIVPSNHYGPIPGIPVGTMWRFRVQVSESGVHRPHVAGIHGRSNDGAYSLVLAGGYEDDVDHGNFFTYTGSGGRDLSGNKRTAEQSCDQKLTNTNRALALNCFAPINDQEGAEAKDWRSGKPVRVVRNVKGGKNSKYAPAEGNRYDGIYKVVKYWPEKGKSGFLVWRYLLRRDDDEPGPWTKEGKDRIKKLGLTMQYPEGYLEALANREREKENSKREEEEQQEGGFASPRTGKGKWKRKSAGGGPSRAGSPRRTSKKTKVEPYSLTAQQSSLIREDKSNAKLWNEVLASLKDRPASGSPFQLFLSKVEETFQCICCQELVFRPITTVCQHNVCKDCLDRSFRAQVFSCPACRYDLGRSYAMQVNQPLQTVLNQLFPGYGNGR
# TCR CD3 inh: inhibitors of human TCR-CD3 interaction, primary screen, biochemical, fluorescence, TAMRA-labeled TCR probe. inhibition, % at 9.4 µM. T-cell receptor (TCR). AID 651800, 2012. hit rate 0.37% among 360,000; in the data active = inhibition above about 19%;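 note: recombinant mutant TCR 2C K166C tagged with TAMRA read by polarization; 0% = receptor in buffer alone and 100% = receptor with positive control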
# Tn7 DDE FP: inhibitors of Tn7 peptide binding to fibrin DD(E), primary screen, biochemical, fluorescence polarization, human fibrin, Tn7 probe. hit rate 0.13% among 370,000. inhibition, % at 8.3 µM. FP displacement of FITC-Tn7 peptide from fibrin DD(E); 0% = median of compound wells per plate;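 active = inhibition above the mean of compounds falling within the control limits plus 3 SD of them, cut at about 14% in these data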;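 note: 0% = plate median of compound wells and 100% = 10 µM Aha-Tn7 peptide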
#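 Test system – human fibrin DD(E) · Times – 10 min preincubation, 3 h with tracer, room temperature · Detection – fluorescence polarization of the labelled Tn7 tracer · Measure – percent inhibition normalized to high-control wells · Benchmarks – high control wells with 10 µM unlabelled Aha-Tn7 peptide (full inhibition) · Repeats – singlicate testing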
# ABHD4 inh: ABHD4 inhibitors, primary screen, biochemical, fluorescence polarization, mouse; (Lyso)-N-acylphosphatidylethanolamine lipase (Mus musculus), Q8VD66; purified mABHD4, FP-Rh probe fluorescence polarization; inhibition, % at 8.92 µM; hit rate 0.54% among 370,000;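 active = inhibition exceeding the mean over every tested compound plus 3 SD, cut at about 30% in these data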;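 note: 0% = plate median of compound wells and 100% = S159A mutant with DMSO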
# Target sequence (Q8VD66 whole entry, looked up): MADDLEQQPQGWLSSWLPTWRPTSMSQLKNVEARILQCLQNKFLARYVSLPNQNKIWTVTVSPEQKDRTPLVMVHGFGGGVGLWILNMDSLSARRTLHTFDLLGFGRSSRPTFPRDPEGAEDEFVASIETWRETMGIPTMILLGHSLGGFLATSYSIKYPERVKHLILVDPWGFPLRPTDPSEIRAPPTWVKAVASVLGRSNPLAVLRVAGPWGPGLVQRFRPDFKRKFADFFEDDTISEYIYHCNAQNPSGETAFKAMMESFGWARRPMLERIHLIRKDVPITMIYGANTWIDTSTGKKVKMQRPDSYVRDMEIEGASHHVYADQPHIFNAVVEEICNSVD
#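 Assay system: Wild-type mouse ABHD4 protein | Medium: HEPES pH 7.0 buffer, 150 mM NaCl, 0.01% Pluronic F-127 | Incubation: Enzyme–compound pre-incubation 45 min, then probe 60 min, both 25 °C | Technique: Fluorescence polarization with parallel and perpendicular emission, 525/598 nm | Evaluation: % inhibition of FP-Rh probe binding versus controls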
# SIAE primary: human SIAE inhibitors, primary screen, biochemical, fluorescence polarization, FP-Rh probe, 1536-well HTS. hit rate 0.69% among 370,000. SIAE FP-Rh probe binding. inhibition, % at 9.66 µM;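 active = inhibition above a cutoff: mean of compounds within the control limits plus 3 SD of those, cut at about 17% in these data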;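 note: 0% = plate median of compound wells and 100% = probe without SIAE protein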
# HTRA1 inh: HTRA1 serine protease inhibitors, primary screen, biochemical, fluorescence polarization, HTS. inhibition, % at 5.96 µM. recombinant HTRA1, FP-rhodamine activity-based probe. hit rate 0.5% among 340,000. Q92743; in the data active = inhibition above about 36%;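 note: 0% = enzyme with DMSO and 100% = wells lacking enzyme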
# PG9 binder: binders of HIV-1 gp120 antibody PG9, primary screen, biochemical, TR-FRET. HIV-1 gp120 / PG9 antibody interaction. TR-FRET gp120-PG9 antibody binding. inhibition, % at 6.7 µM. hit rate 0.43% among 360,000. AID 624416, 2012; in the data active = inhibition above about 8.5%
# TDP2 absorb: human TDP2 enzyme inhibitors, primary screen, biochemical, epi absorbance, recombinant enzyme; Tyrosyl-DNA phosphodiesterase 2 (Homo sapiens), O95551; T5PNP hydrolysis, p-nitrophenol absorbance 415 nm; inhibition, % at 12.8 µM; hit rate 0.34% among 370,000; AID 720702, 2013;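 active = inhibition above the mean of all tested compounds plus 3 SD, set per campaign, cut at about 25% in these data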;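 note: 0% = DMSO with enzyme and 100% = buffer with substrate but no TDP2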
#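 System – recombinant human TDP2 · Amount – 120 nM TDP2 per well · Buffer or medium – Mg2+-containing Tris-HCl buffer, pH 7.5 · Reagent – T5PNP substrate, 5 mM · Dosing – 12.8 µM single point, 1% DMSO · Incubation – 2 h at 37 °C · Measured by – epi absorbance · Read-out basis – percent inhibition · Benchmarks – high control without enzyme, low control DMSO plus TDP2 · Repeats – singlicate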
# PRMT1 FP inh: PRMT1 methyltransferase inhibitors, primary screen, biochemical, fluorescence polarization | Protein arginine N-methyltransferase 1 (Homo sapiens), Q99873 | recombinant PRMT1, activity-based probe fluorescence polarization | inhibition, % at 2.79 µM | hit rate 1.3% among 370,000 | AID 652257, 2013;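 active = inhibition above about 21% made by adding two undisclosed values, limit read from the data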
# LEDGF integ inh: blockers of LEDGF/p75-dependent integrase strand transfer – biochemical, TR-FRET, high throughput, primary screen; HIV-1 integrase (with human LEDGF/p75); TR-FRET IN-LEDGF/p75 DNA integration, Eu/Cy5; inhibition, % at 3.7 µM; hit rate 0.64% among 370,000; AID 743269, 2014;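 active = inhibition above the screen-wide mean plus 3 SD, cut at about 13% in these data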;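 note: signal is the Cy5 over europium emission ratio at 671 and 618 nm; 0% = plate median of compound wells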
# * = called active by the depositor; . = no result given.
SMILES,UHRF1 MBD2 ctr,TCR CD3 inh,Tn7 DDE FP,ABHD4 inh,SIAE primary,HTRA1 inh,PG9 binder,TDP2 absorb,PRMT1 FP inh,LEDGF integ inh
Cc1cc(NC(=O)c2ccco2)ccc1NC(=O)c1ccco1,-4,0,-4,-4,1,-8,-1.1,2,-2,-1
CC(C)NC(=O)CN(Cc1ccccc1)S(=O)(=O)c1ccccc1,-1,-6,-3,-2,1,-8,-0.4,4,1,0
COc1ccc2[nH]c(C(=O)NCc3ccccc3)c(C)c2c1,-1,2,0,-5,-1,0,-1.3,-4,-2,5
O=C(CNS(=O)(=O)N1CCOCC1)N/N=C/c1cccnc1,-3,1,12,3,-4,1,-0.4,3,2,-3
CCOC(=O)/C=c1\s/c(=C\c2sccc2C)c(=O)n1CC(=O)NCc1ccc(C)cc1,1,-8,6,-7,0,.,-0.6,3,2,-2
Cc1ccc(OCc2cc(C(=O)N3CCN(C4CCCC4)CC3)no2)cc1C,0,6,-6,-8,-3,-7,-1.8,9,-3,0
Cc1cc2c(n1-c1ccc(C(N)=O)cc1)CC(C)(C)CC2=O,1,-10,-6,5,2,-2,1.7,2,2,0
CC1(C(=O)NCc2ccco2)Cc2c(-c3ccc(C(N)=O)cc3)ccnc2O1 (centres undefined),2,-3,0,4,4,.,-0.6,1,2,-2
Cn1nc(C(F)(F)F)cc1-c1ccc(/C=C(\C#N)C(=O)c2ccccc2)s1,-2,1,7,-7,1,-1,0.1,10,-6,4
COc1ccc(Cc2nnc(NCCO)[nH]c2=O)cc1,1,-3,2,-5,1,1,-1.8,9,0,-1
O=C(COC(=O)/C=C/c1ccccc1)Nc1nnc(-c2ccccc2)o1,-1,-7,3,8,6,2,-2.6,14,0,-1
C=CCN1CCN(C(CCC)c2nnnn2Cc2ccco2)CC1 (centres undefined),-1,3,-2,-3,4,-2,-0.1,7,-3,1
COc1ccccc1N1CCN(C(=O)c2ccc(N3CCCC3=O)cc2)CC1,-2,1,-7,5,-2,-9,-2.4,-7,-4,1
CC(=O)N1CCc2cc(Br)cc(S(=O)(=O)N3CCN(c4ccccn4)CC3)c21,1,-8,-2,-5,-7,-6,1.0,-3,1,3
O=c1cc(O)nc(-c2ccccc2)s1,2,-2,-2,6,-2,-3,1.6,7,8,1
CCCCNC(=O)CNC(=S)N(Cc1ccccc1F)C1CCCCC1,2,-6,3,10,-1,-9,-1.8,-4,7,-3
COc1ccc2oc(=O)c(-c3cn4ccc(C)cc4n3)cc2c1,-1,-6,-2,4,-2,3,2.2,7,7,1
c1ccc(Oc2nc3ccccc3n3cccc23)cc1,-2,-5,-2,-10,0,-23,-0.6,1,0,1
c1ccc(OCCCc2nc(-c3cccnc3)no2)cc1,-3,5,0,7,-1,-3,0.4,1,-2,1
O=C(O)CN1CCN(C(c2ccccc2)c2ccccc2)CC1,-1,7,-2,0,7,5,-0.1,5,-2,1
CC1CCCN(CC(=O)Nc2ccc(S(=O)(=O)N3CCCC3)cc2)C1 (centres undefined),2,-5,6,-9,-5,-5,-1.4,-3,4,-3
CC(=O)n1nc(-c2ccncc2)nc1SCC(=O)Nc1cccc(Cl)c1,1,-6,-1,-1,-3,2,-0.6,-4,-3,1
COc1ccc(NC(=O)c2cc3ccccc3cc2OC)cc1,2,3,6,3,-9,-18,1.8,6,0,0
CCCS(=O)(=O)NC(=O)C1(C)CCN(C(=O)c2ccc(F)c(Cl)c2)C1 (centres undefined),1,0,5,4,-6,.,-1.0,1,0,-2
Cn1c(=O)c2ncn(CC(=O)N/N=C/c3ccco3)c2n(C)c1=O,0,2,7,8,3,-2,0.7,6,-2,-1

# Part of the list above in a different format:
SMILES | UHRF1 MBD2 ctr | TCR CD3 inh | Tn7 DDE FP | ABHD4 inh | SIAE primary | HTRA1 inh | PG9 binder | TDP2 absorb | PRMT1 FP inh | LEDGF integ inh
c1ccc(Oc2nc3ccccc3n3cccc23)cc1 | -2 | -5 | -2 | -10 | 0 | -23 | -0.6 | 1 | 0 | 1
c1ccc(OCCCc2nc(-c3cccnc3)no2)cc1 | -3 | 5 | 0 | 7 | -1 | -3 | 0.4 | 1 | -2 | 1
O=C(O)CN1CCN(C(c2ccccc2)c2ccccc2)CC1 | -1 | 7 | -2 | 0 | 7 | 5 | -0.1 | 5 | -2 | 1
CC1CCCN(CC(=O)Nc2ccc(S(=O)(=O)N3CCCC3)cc2)C1 (centres undefined) | 2 | -5 | 6 | -9 | -5 | -5 | -1.4 | -3 | 4 | -3
CC(=O)n1nc(-c2ccncc2)nc1SCC(=O)Nc1cccc(Cl)c1 | 1 | -6 | -1 | -1 | -3 | 2 | -0.6 | -4 | -3 | 1
COc1ccc(NC(=O)c2cc3ccccc3cc2OC)cc1 | 2 | 3 | 6 | 3 | -9 | -18 | 1.8 | 6 | 0 | 0
CCCS(=O)(=O)NC(=O)C1(C)CCN(C(=O)c2ccc(F)c(Cl)c2)C1 (centres undefined) | 1 | 0 | 5 | 4 | -6 | . | -1.0 | 1 | 0 | -2

# 3 entries from above, sorted by SMILES length, high to low:
SMILES,UHRF1 MBD2 ctr,TCR CD3 inh,Tn7 DDE FP,ABHD4 inh,SIAE primary,HTRA1 inh,PG9 binder,TDP2 absorb,PRMT1 FP inh,LEDGF integ inh
CC1(C(=O)NCc2ccco2)Cc2c(-c3ccc(C(N)=O)cc3)ccnc2O1 (centres undefined),2,-3,0,4,4,.,-0.6,1,2,-2
CC(=O)n1nc(-c2ccncc2)nc1SCC(=O)Nc1cccc(Cl)c1,1,-6,-1,-1,-3,2,-0.6,-4,-3,1
O=C(O)CN1CCN(C(c2ccccc2)c2ccccc2)CC1,-1,7,-2,0,7,5,-0.1,5,-2,1

# The results go on.
SMILES,UHRF1 MBD2 ctr,TCR CD3 inh,Tn7 DDE FP,ABHD4 inh,SIAE primary,HTRA1 inh,PG9 binder,TDP2 absorb,PRMT1 FP inh,LEDGF integ inh
Cc1ccc(NC(=O)c2cc(S(=O)(=O)N3CCC4(CC3)OCCO4)ccc2F)cc1,0,5,-2,0,-3,-10,0.1,-1,-4,2
Cc1ccc(OCCCCn2ccnc2C)c(C)c1,0,0,0,9,7,-4,-1.9,14,0,0
O=C(NC1CCS(=O)(=O)C1)/C(=C/c1ccc(Cl)cc1)NC(=O)c1ccccc1 (centres undefined),2,0,2,6,-7,0,-1.5,-11,-2,3
CC(=O)c1cccc(N/C=C\c2nnnn2-c2ccc(F)cc2)c1,5,-3,3,3,1,-7,17*,-5,1,0
O=C(N/N=C/c1ccccc1Br)c1ccc(CSc2cccc3cccnc23)cc1,-10,5,-6,-14,-36,-32,-4.8,1,-2,0
Cc1ccc(Cn2c(C)c(C(=O)NCC(C)C)sc2=O)cc1,-2,9,6,-1,-1,.,-1.1,0,-3,1
Cc1ccc(NC(=O)CCn2ccc([N+](=O)[O-])n2)nc1,0,-3,4,3,7,-2,-0.8,6,-1,-3
O=C(Nc1ccc([N+](=O)[O-])cc1)Nc1nc(-c2ccc(Cl)s2)cs1,10,1,-3,0,4,-8,-3.6,-3,-1,4
COc1cccc(-n2c(SCC(=O)O)nnc2-c2cccnc2)c1,1,-5,6,0,3,0,0.8,-3,4,0
Cc1cccc(C(=O)N2CCCC(CCC(=O)N3CCN(c4ccccn4)CC3)C2)c1 (centres undefined),0,1,-1,4,-5,0,-1.2,2,2,1
CN(C)CCC(=O)N1c2ccccc2Sc2ccc(Cl)cc21,3,8,2,4,7,0,0.3,4,2,3
CCCCN=C1NC(=O)C(CC(=O)Nc2ccc(Cl)cc2)S1 (centres undefined),5,-4,2,20,-6,7,-1.0,-3,3,-4
CCCN1CCN(C(=O)CCCNC(=O)c2ccc(Cl)cc2)CC1,0,0,3,6,-4,0,-0.8,9,-1,-1
COP(=O)(OC)c1nc(-c2ccccc2)oc1N1CCOCC1,-3,3,4,-2,3,5,-1.4,-1,1,3
COC(=O)Nc1ccc(S(=O)(=O)N(CCO)CC(F)(F)C(F)F)cc1,1,1,-2,1,-4,1,1.9,4,2,-3
CCN(CC)c1nc(N(CC)CC)[nH]c(=O)n1,0,-2,8,-2,10,-1,1.0,5,-4,4
Cc1ccc(CNC(=O)c2ccccc2CCc2ccccc2)cc1,3,-3,7,-4,-2,-29,2.0,-3,0,-1
CC(=O)NCCCNS(=O)(=O)c1ccc(C)cc1,0,6,6,-5,-1,4,-0.6,3,3,-3
Cc1cccc(C)c1NC(=O)CCCSc1nnc(N)s1,1,-7,-2,1,-1,-2,-0.1,1,3,-5
Cc1ccc(S(=O)(=O)N2C[C@H]3[C@H]4C(=O)N(c5ccccc5)C(=O)[C@H]4C[C@H](OC(=O)NCc4ccccc4F)[C@@]3(O)C2)cc1,-2,1,5,-9,0,-5,0.4,10,-2,1
Cc1ccnc(N2CCCC(C(=O)Nc3ccc(C)c(C)c3)C2)n1 (centres undefined),2,-4,4,4,-5,0,39*,-9,-1,-8
C[C@@H]1CN([C@H](C)CO)C(=O)CCCn2nncc2CO[C@H]1CN(C)C(=O)Nc1cccc(Oc2ccccn2)c1,3,-1,0,-14,-1,11,-0.1,-10,8,-3
CC1CN(S(=O)(=O)c2cccc(C(=O)NCCc3ccc(S(N)(=O)=O)cc3)c2)CC(C)O1 (centres undefined),-1,6,-8,7,-7,-1,-1.8,-5,1,3
O=C(Nc1cccc(NC(=O)C2CC2)n1)C1CC1,3,0,0,8,-2,0,1.9,-11,5,-1
CCCS(=O)(=O)n1nc(-c2ccccc2)cc1N,3,-10,1,-1,0,-5,0.7,-5,4,-2
CC(C)C(=O)Nc1cccc(COc2ccc(CN(CCc3ccccc3)C(=O)OC(C)(C)C)cc2)c1,-1,1,-7,-15,-15,7,-1.4,-4,-3,0

# Compounds listed so far with a COOH group (2):
SMILES,UHRF1 MBD2 ctr,TCR CD3 inh,Tn7 DDE FP,ABHD4 inh,SIAE primary,HTRA1 inh,PG9 binder,TDP2 absorb,PRMT1 FP inh,LEDGF integ inh
O=C(O)CN1CCN(C(c2ccccc2)c2ccccc2)CC1,-1,7,-2,0,7,5,-0.1,5,-2,1
COc1cccc(-n2c(SCC(=O)O)nnc2-c2cccnc2)c1,1,-5,6,0,3,0,0.8,-3,4,0

# From PubChem BioAssay
